MITF act: increases MITF-driven TRPM1 promoter luciferase signal; SK-MEL-5 TRPM1-promoter luciferase, 24 h; % of positive control, neutral wells = 0; activation, % at 12.5 µM; 300,000 tested, 0.75% active; AID 588334;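 active = mean activation of at least 80% with every replicate also reaching 80%; inconclusive = mean reaches 80% but some replicate falls short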;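 also: 0% = neutral control wells and 100% = parthenolide positive control wells; values of inactives mirror those of a sister screen read the other way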
SR-BI HDL uptake: blocks mouse SR-BI lipid uptake from DiI-HDL; 320,000 tested, 0.96% active; ldlA[mSR-BI] CHO cells, DiI-HDL uptake fluorescence, 3 h; AID 488896; Q61009; inhibition, % at 12.5 µM;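 active = mean replicate inhibition of at least 70% and a set share of replicates each scoring 70 or more; inconclusive = meets just one of the two criteria; inactive = fails both criteria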;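 also: 0% = median of neutral control wells and 100% = median of positive control wells; values of inactives mirror those of a sister screen read the other way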
Target sequence (Q61009 whole entry, looked up): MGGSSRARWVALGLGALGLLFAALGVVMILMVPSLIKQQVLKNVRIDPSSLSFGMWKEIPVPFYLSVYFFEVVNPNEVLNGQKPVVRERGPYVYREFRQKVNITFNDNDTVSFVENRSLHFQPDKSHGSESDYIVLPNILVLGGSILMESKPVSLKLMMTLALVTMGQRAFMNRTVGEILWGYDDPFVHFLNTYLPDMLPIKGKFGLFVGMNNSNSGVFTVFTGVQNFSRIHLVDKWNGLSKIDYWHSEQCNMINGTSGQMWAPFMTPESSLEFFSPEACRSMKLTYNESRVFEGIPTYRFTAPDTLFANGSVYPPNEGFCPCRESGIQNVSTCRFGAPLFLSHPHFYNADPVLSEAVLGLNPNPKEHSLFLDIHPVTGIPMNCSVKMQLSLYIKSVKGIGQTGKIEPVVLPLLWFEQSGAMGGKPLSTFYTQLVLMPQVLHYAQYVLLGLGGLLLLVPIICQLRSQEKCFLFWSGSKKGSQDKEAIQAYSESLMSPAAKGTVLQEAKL
dFosB activator: mouse delta FosB homodimer activation; activation, % at 25 µM; P13346; AID 493131; 340,000 tested, 0.99% active; purified delta FosB, TAMRA-CDK5 oligo fluorescence polarization; percent of positive-control signal above neutral wells;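 active = mean activation above about 17%, with every replicate also reaching it, limit read from the data, passing the limit was not always enough; inconclusive = only one of the two conditions met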;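 also: fluorescence polarization rise as delta FosB binds a TAMRA Cdk5 AP-1 oligo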
HTR5A ag ctr: activates human HTR5A in OPRM1-OPRD1 agonist counter-screen. P47898. HTR5A agonist assay, luminescence, cell-based. activation, % at 9.3 µM. 340,000 tested, 0.61% active. AID 504692; in the data active = activation mostly above about 9.5%, no sharp cut-off; inactive = mostly below about 7.6%;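 also: 0% = cells with vehicle only and 100% = reference agonist; strong numbers were not always called active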
Target sequence (P47898 whole entry, looked up): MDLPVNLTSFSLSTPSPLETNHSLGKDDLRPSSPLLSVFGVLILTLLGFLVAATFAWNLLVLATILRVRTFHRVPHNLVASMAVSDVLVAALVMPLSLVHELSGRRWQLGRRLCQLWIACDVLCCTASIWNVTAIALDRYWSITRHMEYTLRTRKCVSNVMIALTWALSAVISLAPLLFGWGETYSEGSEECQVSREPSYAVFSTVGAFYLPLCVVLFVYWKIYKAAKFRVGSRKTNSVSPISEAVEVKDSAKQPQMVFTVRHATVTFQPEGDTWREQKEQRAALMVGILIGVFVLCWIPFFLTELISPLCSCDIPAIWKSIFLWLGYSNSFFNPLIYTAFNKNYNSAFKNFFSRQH
SR-BI DiI-HDL act: SR-BI HDL lipid transfer activation | CHO ldlA[mSR-BI] cells, DiI-HDL uptake fluorescence, 3 h; 100 = double the neutral-control signal | activation, % at 12.5 µM | 320,000 tested, 0.096% active | AID 504775;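 active = mean replicate activation of at least 60% and every replicate at or above 60%; inconclusive = mean or all-replicate condition met, but not both; inactive = mean below 60% and not all replicates reaching 60%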;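 also: 0% = median plate neutral-control signal and 100% = twice that signal; values of inactives mirror those of a sister screen read the other way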
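Test system: SR-BI-overexpressing, LDLR-lacking CHO cells. Measured by: DiI fluorescence, bottom read. Medium: Ham's F12 with 0.5% BSA, HEPES 25 mM, pH 7.4. Timing: 3 h uptake period with compound, 37 °C.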
Wnt act: activates Wnt/beta-catenin signaling in a reporter cell assay | activator, plate reader | activation, % at 9.35 µM | 300,000 tested, 1.2% active | AID 743398; in the data active = activation above about 30%, passing the limit was not always enough; inconclusive = no clear call, values can overlap the other calls;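 also: 0% = neutral control wells and 100% = positive control wells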
Rtt109 HAT inh: C. albicans Rtt109 histone acetyltransferase inhibition | Q5AAJ8 | purified Rtt109/Vps75, ThioGlo CoA-SH fluorescence, 4 h | inhibition, % at 34.9 µM | 330,000 tested, 0.16% active | AID 540336;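 active = inhibition of at least 50% in every replicate; inconclusive = best replicate reaches 50% inhibition but some replicates fall short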
CDK5 p35 inh: CDK5/p35 (human) kinase inhibition; Recombinant CDK5/p35, ADP-Glo luminescence, 60 min; inhibition, % at 10 µM; 330,000 tested, 0.01% active; AID 488839;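 active = highest replicate inhibition of at least 50% and at least 75% of replicates reaching 50%; inconclusive = only one of the two criteria met; inactive = both criteria failed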;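 also: plate controls were DMSO neutral control for no effect and GW8510 at 10 µM for full effect; many of its hits are not listed in these tables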
cardiac RTF act: increases calcium sensitivity of human cardiac regulated thin filaments; P19429+P45379; IANBD-labeled TnC RTF fluorescence at EC20 calcium; 0% EC20 calcium, 100% full calcium; activation, % at 7.2 µM; 340,000 tested, 0.24% active;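 active = activation above the mean over all tested compounds plus 3 SD, cut at about 30% in these data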;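 also: rise in fluorescence read as greater calcium sensitivity of cardiac thin filaments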
PvdQ inh: blocks Pseudomonas aeruginosa PvdQ acylase activity. inhibition, % at 10 µM. purified PvdQ acylase, fluorescence plate reader. 340,000 tested, 0.063% active; in the data active = inhibition above about 30%, passing the limit was not always enough; inconclusive = no clear call, values can overlap the other calls;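 also: 0% = vehicle neutral wells and 100% = reference inhibitor wells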
Starred values were filed as active, the others as inactive; ? = inconclusive; . = not tested or not shown.

SMILES | MITF act | SR-BI HDL uptake | dFosB activator | HTR5A ag ctr | SR-BI DiI-HDL act | Wnt act | Rtt109 HAT inh | CDK5 p35 inh | cardiac RTF act | PvdQ inh
CCOC(=O)N1CCC(NS(=O)(=O)c2ccc3c(c2)CCN3C(C)=O)CC1 | -10 | 9 | 2 | 2 | -9 | . | -10 | 0.3 | -3 | -17
CCn1c(=O)cc(OCC(=O)N2CCN(C(=O)c3ccco3)CC2)c2ccccc21 | . | 24 | -4 | 2 | -24 | -2 | 24 | -1.8 | -3 | 1
O=C(CCN1CCCCCC1)c1ccccc1 | 0 | -5 | 2 | 2 | 5 | -3 | -3 | 0.8 | 0 | -16
COc1cccc(C2NC(CC(C)C)(C(=O)O)C3C(=O)N(Cc4ccccc4)C(=O)C23)c1O (stereo not given) | . | 0 | -8 | -1 | 0 | -1 | 2 | -2.8 | 2 | -9
CCOc1nc(SCCOc2ccc(Cl)cc2Cl)nc(N(C)C)n1 | -6 | 15 | -7 | 6 | -15 | . | -3 | -1.2 | -4 | -6
CCN(C(=O)CSc1nc2cc(C(=O)O)ccc2c(=O)n1Cc1ccccc1)c1ccccc1 | 1 | -10 | 1 | -1 | 10 | 2 | -4 | 0.5 | 0 | -5
CNS(=O)(=O)c1cccc(C(=O)Nc2cccnc2)c1 | . | -16 | 4 | 0 | 16 | . | -3 | -0.9 | 0 | -11
CC(C)NC(=O)CSc1nnc2sc3ccccc3n12 | 8 | -14 | -5 | 5 | 14 | -3 | -7 | 0.7 | 0 | -13
Cc1ccc(S(=O)(=O)N2C(=O)CCC2C(=O)O/N=C(\N)c2ccccc2)cc1 (stereo not given) | -5 | -25 | -12 | 1 | 25 | 0 | 9 | 1.4 | -5 | -8
CC(=O)c1cnc(SCc2ccc(Cl)cc2)nc1C | 31 | 14 | -2 | -2 | -15 | 1 | 11 | 0.1 | 5 | 21
Nc1ccc2c(c1)[nH]c(=O)c1ccccc12 | 1 | -1 | 3 | 0 | 1 | -3 | 2 | 1.6 | 2 | -13
CCc1ccc(C(=O)N2CCN(c3ccc(NC(=O)c4cccnc4)cc3)CC2)cc1 | 10 | 12 | -6 | -4 | -12 | -1 | 9 | -0.1 | -5 | 5
CCOC(=O)C(C(=O)Nc1nc2ccccc2s1)C1CCCCC1 (stereo not given) | . | 28 | -12 | 5 | -28 | -1 | 6 | -0.3 | -5 | -12
COc1ccc(S(=O)(=O)N2CCOCC2)cc1NC(=O)Cc1ccc(Cl)c(Cl)c1 | 1 | -8 | 2 | 1 | 8 | -6 | -14 | -2.6 | 4 | -9
Cc1ccccc1OCCC(=O)Nc1ccccc1C(=O)N1CCCCC1 | -16 | 3 | -4 | 0 | -3 | 0 | -2 | -0.8 | 1 | -13
CCOC(=O)C(CC)(CCC(=O)O)c1csc(Nc2ccc(C)cc2)n1 (stereo not given) | -13 | 8 | -9 | -1 | -8 | -1 | 6 | -2.3 | 2 | -9
O=C(NCC1CCCO1)C(=O)NCC1CCCN1S(=O)(=O)c1ccccc1 (stereo not given) | -2 | -30 | 2 | -1 | 30 | 1 | -1 | -0.1 | 3 | -12
O=C(NCc1ccco1)c1cccc(F)c1 | 2 | -1 | -5 | 11 | 1 | . | 15 | 0.2 | -4 | 6
CN(C)c1ccc(/C=N/NC(=O)C(=O)N2CCCCCC2)cc1 | -5 | -14 | -9 | 5 | 14 | -2 | -7 | -1.6 | -3 | -7
CCOc1ccccc1-n1c(C)nc2cc(C(=O)O)ccc21 | -7 | -46 | -10 | 0 | 46 | -2 | 10 | 1.4 | -5 | 7
CCOC(=O)c1c(C2COc3ccccc3O2)csc1N (stereo not given) | -1 | 21 | -8 | 4 | -21 | . | 0 | 8.7 | -8 | 7
Cc1cccn2cc(CCNC(=O)Cc3cccs3)nc12 | -10 | -1 | 0 | 0 | 1 | 2 | -6 | -1.2 | -5 | -8
COc1ccc(N2CCOCC2)c(NC(=O)c2cccc3ccccc23)c1 | . | 32 | -6 | 1 | -32 | -1 | -2 | -0.5 | -2 | -5
Cc1ccc(S(=O)(=O)NCCC(=O)NCCc2ccc(S(N)(=O)=O)cc2)cc1C | -3 | -10 | 0 | 10 | 10 | -2 | 1 | -5.2 | -1 | -12
NS(=O)(=O)c1ccc(CCNCc2ccccc2OCc2ccc(F)cc2)cc1 | . | 3 | 7 | 0 | -3 | 3 | -3 | 0.7 | -4 | -2
CCCCCCCCS(=O)C1CS(=O)(=O)CC1O (stereo not given) | -2 | -16 | 6 | 2 | 16 | -1 | -17 | 1.1 | -1 | -11
CCOc1ccc(NC(=O)c2cc(OC)nc3ccccc23)cc1 | -11 | 51 | 1 | 12* | -51 | -4 | 6 | 1.3 | -5 | 5
CCN1CCN(c2cc(C)c3cc(NC(=S)N4CCOCC4)ccc3n2)CC1 | -5 | . | -1 | 6 | . | -22 | 9 | 0.0 | -1 | -7
COc1n[nH]c(C(=O)Nc2cc(Cl)ccc2Cl)c1[N+](=O)[O-] | -3 | -1 | -2 | 4 | 1 | 1 | 0 | 0.8 | -1 | -14
COc1ccc(CC(=O)NCCCSc2ccccc2)cc1OC | -1 | 4 | -4 | 1 | -4 | 0 | 8 | 0.9 | -1 | -6
O=C1N[C@@H](c2ccccc2)COC(=O)[C@@H](Cc2ccc(F)cc2)C/C=C\C[C@@H]1CC(=O)N(CCO)Cc1ccccc1 | 9 | 53 | -1 | 0 | -53 | -6 | 6 | -0.6 | 13 | -4
Cc1ccc(C(=O)Nc2ccccc2C(=O)N2CCOCC2)cc1[N+](=O)[O-] | 0 | -29 | -2 | -3 | 29 | 6 | -9 | -3.4 | -2 | 3
COC(=O)c1nc(N)sc1C | 3 | -2 | 0 | 0 | 2 | -2 | 8 | -0.6 | -1 | 12
c1ccc(-c2nnc(SCCC3OCCCO3)o2)cc1 | 11 | -7 | -11 | 6 | 7 | 48* | 3 | . | -6 | 0
Cn1cnnc1SCC(=O)Nc1ccc(F)cc1 | 10 | -3 | 0 | 6 | 3 | -1 | -13 | 0.3 | -1 | 9
O=C(Cc1cccc(NC(=O)C2CCCN(C(=O)C3CCC3)C2)c1)Nc1ccc(C(=O)N2CCCCC2)cc1 (stereo not given) | 14 | 38 | -9 | -4 | -38 | -3 | 0 | 6.9 | -2 | -2
Cc1ccc(NC(=O)Cn2nc(C(=O)O)c3ccccc3c2=O)c([N+](=O)[O-])c1 | -3 | . | -6 | 11 | . | -3 | 3 | -0.9 | -3 | -10
Cc1cc(/C=C(\C#N)C(=O)Nc2ccccc2F)c(C)[nH]1 | 106* | 19 | 7 | -4 | -19 | 19 | 0 | -1.1 | -2 | -11
COc1ccc2cc(C(=O)O)ccc2c1 | . | -1 | 1 | 3 | 1 | . | 4 | -0.2 | 4 | 3
Cc1ccc(/C=C/C(=O)NCc2ccc(S(N)(=O)=O)cc2)o1 | -11 | -6 | -8 | -2 | 6 | 1 | 72* | -1.4 | 4 | -15

Whole records, looked up by structure. Order of screens: MITF act, SR-BI HDL uptake, dFosB activator, HTR5A ag ctr, SR-BI DiI-HDL act, Wnt act, Rtt109 HAT inh, CDK5 p35 inh, cardiac RTF act, PvdQ inh
Record of CCN(C(=O)CSc1nc2cc(C(=O)O)ccc2c(=O)n1Cc1ccccc1)c1ccccc1 : 1, -10, 1, -1, 10, 2, -4, 0.5, 0, -5
Record of O=C(Cc1cccc(NC(=O)C2CCCN(C(=O)C3CCC3)C2)c1)Nc1ccc(C(=O)N2CCCCC2)cc1 (stereo not given) : 14, 38, -9, -4, -38, -3, 0, 6.9, -2, -2
Record of COc1ccc(S(=O)(=O)N2CCOCC2)cc1NC(=O)Cc1ccc(Cl)c(Cl)c1 : 1, -8, 2, 1, 8, -6, -14, -2.6, 4, -9

Later entries:
SMILES | MITF act | SR-BI HDL uptake | dFosB activator | HTR5A ag ctr | SR-BI DiI-HDL act | Wnt act | Rtt109 HAT inh | CDK5 p35 inh | cardiac RTF act | PvdQ inh
Clc1ccc(Nc2ccc3ccccc3n2)cc1 | 41 | 2 | -6 | 6 | -2 | ? | 10 | -0.1 | -9 | -15
C=CC[C@H](CC(=O)NCCO)C(=O)NC[C@@H](OC(=O)[C@H](CC=C)CC(=O)OC(C)(C)C)c1ccccc1 | 3 | -10 | -14 | 2 | 10 | 0 | 3 | -1.3 | 7 | -8
Cc1ccc(-n2nnnc2SCC(=O)Nc2ccccc2N2CCCCC2)cc1C | -4 | 44 | 2 | 0 | -44 | . | 4 | -0.3 | -5 | -8
COc1ccc(CCn2c(NCCCN3CCOCC3)nc3c2c(=O)[nH]c(=O)n3C)cc1 | 1 | -1 | -7 | 3 | 1 | . | -16 | 0.2 | 1 | -11
Cc1cc(C)cc(N=c2c([N+](=O)[O-])nn(-c3cccc(Cl)c3)n2O)c1 | -11 | 50 | -1 | 1 | -50 | . | 9 | 1.4 | -7 | 12
COC(=O)C(CC(=O)c1ccc(Cl)cc1)c1ccccc1 (stereo not given) | 31 | 24 | -8 | 4 | -24 | 3 | 5 | -9.6 | 6 | -17
Cc1sc(C(C2C(=O)CC(C)(C)CC2=O)C2C(=O)CC(C)(C)CC2=O)cc1[N+](=O)[O-] | 11 | 22 | -3 | -2 | -22 | 4 | 17 | 2.6 | -10 | -3
COC(=O)c1cc(NC(=O)CC2NCCNC2=O)cc(C(=O)OC)c1 (stereo not given) | -4 | 13 | -4 | 1 | -13 | . | 0 | -0.9 | 3 | -17
CC1(C(=O)O)CCC(C(=O)Nc2cccc(F)c2)C1(C)C (stereo not given) | 7 | -9 | 2 | 0 | 9 | 1 | . | 0.4 | -1 | 9
CCOc1ccc2c(c1)[nH]c(=S)n2C | -4 | 7 | 1 | -1 | -7 | 4 | 4 | -2.9 | 4 | -8
CC1CCCCN1C(=O)C12CCC(C)(/C(=N/O)C1)C2(C)C (stereo not given) | 0 | -31 | -8 | 4 | 31 | . | 7 | 0.1 | 3 | 4
Cc1ccc(C(=O)Nc2ccc(N3CCN(C(=O)c4cccs4)CC3)cc2)c(Cl)c1 | -2 | ? | 11 | 3 | -71 | -6 | 7 | 3.2 | -1 | -3
O=C(Nc1nccs1)c1c(O)c2c([nH]c1=O)CCCC2 | 50 | . | -8 | -3 | . | 50* | -9 | -4.3 | -2 | -10
Cc1ccc(NC(=O)CSc2nccn2Cc2ccco2)c(C)c1 | 20 | 7 | -1 | 4 | -7 | 37* | 9 | 2.4 | -2 | -18
COc1cccc(C(=O)C2CN(c3ccccc3)CC2c2ccc(Cl)cc2)c1 (stereo not given) | 17 | 16 | 9 | 6 | -16 | -3 | 3 | -0.4 | 1 | -10
Nc1nc(C(F)(F)F)cc(=O)[nH]1 | -1 | -21 | 1 | -2 | 21 | -3 | 0 | 1.1 | 1 | -9
Cc1nc(-c2nc(-c3c(C(=O)NNC(=O)Nc4cccc(Cl)c4)noc3C)cs2)cs1 | . | 19 | 5 | . | -19 | -2 | 7 | 0.3 | . | -4

Source: PubChem BioAssay (several laboratories)
